# Tau fluor counter: counter-screen for tau fibril formation inhibitors; tau K18 P301L Alexa594 fluorescence, heparin fibrillization; Potency, µM (doses to about 57.7 µM), for inactives: at the highest dose activity change, negative = decrease; actives 0.93% (n = 280,000); further: potency means the concentration at half of the fitted maximal effect; on the % scale 0 is the no-effect control and ±100 the full control effect; nearly all actives have a fitted effect of over 55% in size
#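 Human tau K18 P301L (15 uM unlabeled, 0.24 uM Alexa 594-labeled) in 100 mM sodium acetate pH 7 with 20 uM heparin, 6 hr at 37 C. ThT 30 uM added, 1 hr ambient; Alexa 594 FP and total fluorescence read at 555/632 nm.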
# aGal spleen mod: inhibits or activates alpha-galactosidase in human spleen homogenate | AID 2107 | P06280 | human spleen homogenate, 4MU-alpha-Gal fluorescence, 40 min | actives 0.008% (n = 240,000) | Potency, µM (doses to about 80 µM), for inactives: top-dose activity change, negative = inhibition, hits mostly inhibitors;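 further: potency means the concentration at half of the fitted maximal effect; 0% = enzyme with vehicle and -100% = no enzyme basal signal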
#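 qHTS titration in buffer at pH 5.0. Alpha-galactosidase activity in spleen homogenate was measured via 4-methylumbelliferone release from 1 mM fluorogenic substrate after 40 min at 37C and a pH 10 stop. AC50 came from Hill fits of control-normalized data.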
# NPSR antagonist: blocks cAMP signaling of the human neuropeptide S receptor | Potency, µM (titrated, usually from 38.3 µM), without a hit: at the top dose activity change, negative = inhibition, actives largely listed as inhibitors | CHO-NPSR cells, cAMP TR-FRET, antagonist mode | actives 1% (n = 220,000) | AID 1461; further: potency means the concentration at half of the fitted maximal effect; on the % scale 0 is the no-effect control and ±100 the full control effect; nearly all actives have a fitted effect of over 50% in size; many of its hits are not listed in these tables
# Target sequence (Q6W5P4 whole entry, looked up): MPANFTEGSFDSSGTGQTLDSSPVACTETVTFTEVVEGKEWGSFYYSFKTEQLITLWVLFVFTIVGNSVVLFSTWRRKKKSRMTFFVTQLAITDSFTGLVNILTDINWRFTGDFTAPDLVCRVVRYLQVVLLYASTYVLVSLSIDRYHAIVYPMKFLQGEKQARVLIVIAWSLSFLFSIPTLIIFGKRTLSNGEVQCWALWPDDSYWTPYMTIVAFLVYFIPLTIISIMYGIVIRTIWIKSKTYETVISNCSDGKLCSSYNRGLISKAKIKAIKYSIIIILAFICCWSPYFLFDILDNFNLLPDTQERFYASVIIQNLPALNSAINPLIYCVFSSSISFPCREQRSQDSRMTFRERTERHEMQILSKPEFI
# TRb-SRC2 inh: disrupts binding of human TR beta to SRC2 | P10828 | TRbeta-SRC2 peptide binding, fluorescence polarization; receptor liganded with 1 µM T3 | Potency, µM (highest dose often 106 µM), for inactives: at the highest dose activity change, negative = inhibition, usual class: inhibitors | actives 0.065% (n = 280,000) | AID 1469;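 further: potency means the concentration at half of the fitted maximal effect; plate controls were bound peptide for no effect and peptide without receptor for full effect; nearly all actives have a fitted effect of over 50% in size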
# Target sequence (P10828 whole entry, looked up): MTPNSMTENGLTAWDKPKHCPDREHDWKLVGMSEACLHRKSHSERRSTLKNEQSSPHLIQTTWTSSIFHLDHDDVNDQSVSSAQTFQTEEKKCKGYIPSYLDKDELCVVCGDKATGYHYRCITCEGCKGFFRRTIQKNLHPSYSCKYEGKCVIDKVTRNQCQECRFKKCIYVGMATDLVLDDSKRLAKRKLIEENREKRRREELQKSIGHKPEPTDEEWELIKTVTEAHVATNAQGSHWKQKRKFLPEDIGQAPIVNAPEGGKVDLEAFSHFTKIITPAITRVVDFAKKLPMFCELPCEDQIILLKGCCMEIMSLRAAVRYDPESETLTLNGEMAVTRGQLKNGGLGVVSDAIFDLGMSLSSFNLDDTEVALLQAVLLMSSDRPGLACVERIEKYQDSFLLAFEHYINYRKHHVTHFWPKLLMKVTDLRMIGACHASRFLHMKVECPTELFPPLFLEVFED
#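 Read-out is fluorescence polarization (555 nm excitation, 632 nm emission) of a Texas Red SRC2 coactivator peptide; loss of signal reflects blocked binding to human TRb ligand-binding domain in the presence of 1 uM T3.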
# TR SRC2 fluor cs: counter-screen for TRb-SRC2 inhibitors: fluorescence interference | TRb/SRC2 Texas Red total fluorescence interference | Potency, µM (titrated, usually from 106 µM), for inactives: top-dose fluorescence change, negative = quenching | actives 0.29% (n = 280,000); active means well fitted curve in either direction with a large enough effect; inconclusive means small, poorly fitted or top-dose-only effect; further: potency means the concentration at half of the fitted maximal effect; on the % scale 0 is the no-effect control and ±100 the full control effect
#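 Flags fluorescent or light-absorbing compounds by total fluorescence, S + 2P, at 555 nm excitation and 632 nm emission. Mixture: 20 nM Texas Red SRC2 peptide, 0.6 uM human TRb LBD, 1 uM T3, 5% DMSO; compound exposure 5 h at ambient temperature.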
# CBFb RUNX1 block: blocks binding between human CBF-beta and RUNX1. AID 1477. AlphaScreen CBFb-His/RUNX1-biotin binding, biochemical. Potency, µM (titrated, usually from 59.8 µM), for inactives: at the top dose activity, negative = inhibition, hits mostly inhibitors. 230,000 tested, under 10 active; further: % of control where 0% means no effect
#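 Proteins preincubated together for 20 min at RT before compound addition; 15 min later, nickel and streptavidin beads were added and left 90 min prior to AlphaScreen measurement.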
# Tau fibril FP: tau fibrillization inhibition (FP); K18 P301L tau heparin fibrillization, Alexa594 FP, 6 h; Potency, µM (series often up to 57.7 µM), for the others: at the highest dose activity, negative = inhibition, actives largely listed as inhibitors; actives 0.39% (n = 280,000); further: potency means the concentration at half of the fitted maximal effect; on the % scale 0 is the no-effect control and ±100 the full control effect; nearly all actives have a fitted effect of over 55% in size
# Target sequence (P10636 561-689 P618L limits assumed): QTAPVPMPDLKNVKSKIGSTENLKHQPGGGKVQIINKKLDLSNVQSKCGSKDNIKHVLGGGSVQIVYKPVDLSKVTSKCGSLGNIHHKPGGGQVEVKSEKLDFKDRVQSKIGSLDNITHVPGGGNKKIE
#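 Human K18 P301L fragment (15 uM unlabeled plus 0.24 uM Alexa 594-labeled) in 100 mM sodium acetate pH 7 with compound, aggregation induced by 20 uM heparin for 6 hr at 37 C. ThT (30 uM) added for 1 hr, then Alexa 594 FP read.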
# Epigenetic derep: epigenetic control regulation, reporter derepression | murine LDR cells, GFP reporter derepression, 30 h | Potency, µM (doses to about 53.9 µM), without a hit: at the top dose GFP activation, most hits filed as activators | actives 0.2% (n = 280,000); further: potency means the concentration at half of the fitted maximal effect; % of control where 0% means no effect; nearly all actives have a fitted effect of over 60% in size
#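 Murine LDR cells bearing a silenced CMV-driven GFP reporter were exposed to compound for 30 h at 37 C. After PBS washes, GFP-positive cells (20-120 um objects) counted by laser-scanning microplate cytometry.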
# * = called active by the depositor; ? = inconclusive; · = not tested or not shown; & = joins results of further samples; [ ] = remark or other dose. Unless noted, the call rests on the fitted dose curve; in most records, active means well fitted curve in the direction sought with a large enough effect; inconclusive means small, poorly fitted or top-dose-only effect, or another doubt; inactive means no such curve, though single readings can be large; an effect the other way counts as inactive or inconclusive. This is a subset (hit frequency here may not be typical).
no.	Compound	TRb-SRC2 inh	aGal spleen mod	Tau fluor counter	TR SRC2 fluor cs	NPSR antagonist	Epigenetic derep	CBFb RUNX1 block	Tau fibril FP
1	CC(Cc1ccccc1)C(=O)Nc1ccccc1 (stereo not given)	0%&-2%	-3%&2%	-11%&-15%	-1%&-2%	5%	5.9%&-1.0%	5%[2.36 µM]	0%&-1%
2	Cc1ccc(C2CC(C(F)F)n3ncc(C(=O)Nc4c(C)nn(Cc5c(F)cccc5Cl)c4C)c3N2)cc1 (stereo not given)	0%	4%	-7%	3%	?	-2.0%	-7%	1%
3	CC(C)CCNC(=O)COC(=O)/C=C/c1ccc2ccccc2n1	4%	2%	8%	-1%	-5%	-2.8%[10.1 µM]	-3%	8%
4	CC(C)CC(=O)c1c[nH]c(C(=O)O)c1	-6%	5%	3%	0%	11%	6.9%	-3%	3%
5	CC(C)(C)n1ncc2c(=O)n(CC(=O)OCc3ccccc3)cnc21	8%	1%	-13%	4%	-10%[46.1 µM]	-1.2%	10%	-3%
6	Cc1nc(Nc2ccccc2C(F)(F)F)sc1C(=O)N(C)C	-3%	-2%	-16%	-3%	0%	0.9%	9%	-1%
7	O=S(=O)(c1cccc2nsnc12)N1CCN(c2ncccn2)CC1	2%	-7%	-2%	0%	-7%[46.1 µM]	-5.8%	1%	0%
8	CC(=O)Nc1ccc(C(C#N)c2ccccc2)cc1 (stereo not given)	8%	6%	2%	-4%	-1%	0.0%	2%	3%
9	Cc1[nH]c(=O)c(C(=O)/C=C/c2ccccc2)c2c1CCCC2	-15%	1%	-1%	-2%	20%[46.1 µM]	-2.2%	6%	1%
10	CC(C)C(=O)NC(=S)Nc1ccc(S(=O)(=O)Nc2ccccc2)cc1	0%	6%	-12%	1%	-18%	0.0%	2%	-4%
11	Cc1nc(-c2ccccc2)sc1-c1nc(-c2ccncc2)ncc1S(=O)(=O)c1ccccc1	3%	9%	-9%	-2%	?	1.1%	-21%	13%
12	Cn1nnnc1SCCOc1ccc(C#N)cc1	-14%	1%	8%	-1%	0%[46.1 µM]	2.9%	-6%	8%
13	Cc1ccn2cc(-c3cccc([N+](=O)[O-])c3)nc2c1	5%	3%	-15%	-7%	-11%	1.1%	-3%	-2%
14	Cc1ccccc1OCc1ccc(-c2nc(C#N)c(N3CCN(c4cccc(Cl)c4)CC3)o2)o1	-5%	·	-5%	-42%	·	-1.6%	·	2%
15	CCOC(=O)C1=NN(c2ccc(Cl)cc2)/C(=C/C2=NCCc3cc(OC)c(OC)cc32)S1	4%	15%	-16%	1%	?	-7.2%	-8%	-4%
16	COC(=O)c1cc2sccc2n1Cc1ccc(C)cc1	-2%	7%	-12%	0%	-25%[46.1 µM]	-1.0%	21%	?
17	Cc1nc(S(=O)(=O)N(C)c2ccccc2)c(C#N)c(C)c1Cl	-3%	5%	-1%	3%	-12%[46.1 µM]	0.0%	2%	-8%
18	CCc1cc2c(nc1CC)CCN(CC/C(C)=N/OC[C@@H](C)[C@H](OCc1ccccc1)C(C)C)C2	2%[11.2 µM]	-5%[17.5 µM]	-6%[11.6 µM]	2%[11.2 µM]	·	1.1%[10.1 µM]	7%[13.1 µM]	0%[11.6 µM]
19	O=C(NCCOc1ccc(Cl)cc1)C1CC(=O)N(c2ccc(F)cc2)C1 (stereo not given)	-13%	-1%	-10%	-3%	-17%[46.1 µM]	1.6%	0%	7%
20	CNC(=O)N(O)C1N(C)C(=O)N(Cc2ccccc2)C1(C)C (stereo not given)	-5%	-1%	-3%	2%	-8%[46.1 µM]	-1.0%	3%	1%
21	O=c1c2ccccc2ncn1-c1ccc(Cl)cc1Cl	3%	4%	-7%	1%	-43%	-1.0%	6%	-1%
22	COc1ccc(C2CC(c3ccccc3OC(C)=O)=NN2C(C)=O)cc1 (stereo not given)	-1%	9%	0%	-1%	-5%	-3.1%	11%	2%
23	COc1ccc(NC(=O)/C=C/c2ccc(F)cc2)cn1	1%[53 µM]	1%	3%	0%[53 µM]	0%	-1.3%	-15%	0%
24	C/C(=N\NC(=O)CCC(=O)Nc1ccccc1)c1cccs1	-4%	-5%	-4%	-5%	8%	1.1%	0%	0%
25	COC(=O)CC1Sc2ccccc2NC1=O (stereo not given)	-18%	2%	-4%	2%	1%[46.1 µM]	0.0%	3%	-1%
26	CC(C)(C)c1ccc(C2C3=C(CCCC3=O)NC3=C2C(=O)c2ccccc23)cc1 (stereo not given)	0%	12%	?	0%	-6%[46.1 µM]	-2.3%	?	11%
27	Cc1ccc(OCC(=O)Nc2ccc(S(=O)(=O)N3CCCCC3)cc2)c([N+](=O)[O-])n1	2%	4%	-24%	-1%	-14%	-0.9%	-5%	-14%
28	COCCN(C(=O)CNC(=O)c1ccco1)C(C(=O)NC1CCCCC1)c1cccc(OC)c1 (stereo not given)	-5%	-2%	-3%	0%	-6%[46.1 µM]	0.0%	3%	-1%
29	Cc1cc(NS(=O)(=O)c2ccc(NC(=O)CCCC(=O)O)cc2)nc(C)n1	-6%	-6%	1%	-4%	19%[46.1 µM]	-3.6%	9%	1%
30	O=C(C[n+]1ccc(-c2cc(C(=O)Nc3cccc(C(F)(F)F)c3)c3ccccc3n2)cc1)c1cccc([N+](=O)[O-])c1	3%	-1%	?	-5%	-47%	2.7%	-15%	9%
31	OC(C#Cc1ccccn1)c1cccs1 (stereo not given)	12%	-11%	-6%	0%	?	-3.0%	1%	3%
32	Cc1cccc(N2CCN(Cc3nc(-c4cccc(Cl)c4)oc3C)CC2)n1	-2%	2%	-8%	0%	-18%	1.6%	-1%	7%
33	COc1ccc(CNC(=O)c2cc(-c3ccc(Br)s3)nc3ccccc23)cc1	-3%	·	-10%	4%	·	2.7%	·	-19%
34	C[C@H](NC(=O)c1nc[nH]c1C(=O)N[C@@H](C)C(=O)OC(C)(C)C)C(=O)OC(C)(C)C	-3%	-1%	-15%	-3%	-6%	5.7%	11%	-5%
35	O=C(Nc1ccccc1)N1CCCN(c2c(Cl)cncc2Cl)CC1	-1%	2%	-19%	-1%	44%	0.0%	11%	-8%
36	Cc1cc(C(=O)N2CC(C)CC(C)C2)n(-c2ccccc2)n1 (stereo not given)	-3%	-6%	-6%	-1%	-12%[46.1 µM]	-0.8%	7%	6%
37	O=C(Nc1ccccc1)c1ccc(F)c(S(=O)(=O)N2CCOCC2)c1	0%	-3%	-4%	-1%	4%[46.1 µM]	0.7%	2%	-3%
38	COCCCNC(=O)CS(=O)(=O)Cc1nc(-c2cccc(OC)c2)oc1C	2%	-7%	3%	0%	-5%[46.1 µM]	0.0%	-2%	-1%
39	CC(C)Oc1ccc(Br)cc1/C=N\NC(N)=S	-6%	-2%	-7%	-2%	-19%	-0.9%	4%	7%
40	CC(C(=O)Nc1ccccc1)N(C)CCOc1ccc(Br)cc1 (stereo not given)	-4%	-7%	-16%	-1%	-24%	-2.2%	16%	6%

# A draw from above in order of molar mass, low to high.
no.	Compound	TRb-SRC2 inh	aGal spleen mod	Tau fluor counter	TR SRC2 fluor cs	NPSR antagonist	Epigenetic derep	CBFb RUNX1 block	Tau fibril FP
25	COC(=O)CC1Sc2ccccc2NC1=O (stereo not given)	-18%	2%	-4%	2%	1%[46.1 µM]	0.0%	3%	-1%
23	COc1ccc(NC(=O)/C=C/c2ccc(F)cc2)cn1	1%[53 µM]	1%	3%	0%[53 µM]	0%	-1.3%	-15%	0%
34	C[C@H](NC(=O)c1nc[nH]c1C(=O)N[C@@H](C)C(=O)OC(C)(C)C)C(=O)OC(C)(C)C	-3%	-1%	-15%	-3%	-6%	5.7%	11%	-5%

# Results in sequence from the list.
# Epigenetic derep, nos. 28 to 37: 0.0%, -3.6%, 2.7%, -3.0%, 1.6%, 2.7%, 5.7%, 0.0%, -0.8%, 0.7%

# Further entries follow:
no.	Compound	TRb-SRC2 inh	aGal spleen mod	Tau fluor counter	TR SRC2 fluor cs	NPSR antagonist	Epigenetic derep	CBFb RUNX1 block	Tau fibril FP
41	CCN(CCCn1c(=S)[nH]c2ncccc2c1=O)c1ccccc1	-5%	3%	-9%	-1%	-6%[46.1 µM]	-1.2%	2%	1%
42	Cc1ccc(Cn2cccc2C2=NC(C)CO2)cc1 (stereo not given)	-2%	2%	-17%	-2%	-5%[46.1 µM]	-0.3%	-3%	14%
43	COc1cc(CCC(=O)Nc2cccc(S(=O)(=O)N(C)C)c2)cc(OC)c1OC	0%	5%	-1%	-1%	2%	0.0%	-1%	-10%
44	Clc1cccc(Cl)c1CSc1nnc([C@@H]2CCCN2)o1	-8%	-3%	-7%	-1%	1%[7.67 µM]	1.4%	3%	-12%
45	Cc1ccc(CNC(=O)CN(C)S(=O)(=O)c2cccc3cccnc23)cc1	-2%	-6%	-5%	-3%	2%[46.1 µM]	-0.7%	6%	-4%
46	CCC(=O)Nc1ccc(OC)cc1OC	-1%	1%	0%	2%	-10%[46.1 µM]	0.0%	13%	-5%
47	CCN(CC)S(=O)(=O)c1cccc(NC(=O)CN(C)Cc2cccc(OC)c2)c1	-3%	-1%	-8%	-2%	-24%	6.7%	2%	10%
48	O=C(O)CCC(=O)NCc1c(Cl)cccc1Sc1ccc(Cl)cc1	9%	-6%	-6%	-4%	11%	0.4%	-3%	4%
49	CC1(C)CC(CC(=O)O)(c2ccccc2)CCO1 (stereo not given)	0%	1%	3%	-1%	-25%[46.1 µM]	0.9%	7%	0%
50	O=C1CCCN1c1cccc(Br)c1	-20%	5%	0%	-1%	12%	-0.1%	2%	0%
51	CC(=O)Nc1ccc(NS(=O)(=O)c2cc3c4c(c2)CC(=O)N4CCC3)cc1	1%	·	-4%	1%	·	0.2%	·	-5%
52	CCC(=O)N1c2ccccc2CC1C(=O)N1CCN(c2ccccc2)CC1 (stereo not given)	-1%	·	-2%	-1%	·	-4.0%	·	2%
53	CCn1c(=O)cc(OCC(=O)N2CCN(c3cccc(C(F)(F)F)c3)CC2)c2ccccc21	-7%	-15%	-21%	-1%	?	1.1%	6%	-7%
54	COc1ccccc1-c1cncnc1NCc1cccc(C)c1	9%	5%	-3%	-5%	·	1.5%	·	4%
55	Cc1nnc(N2C(=O)c3oc4ccccc4c(=O)c3C2c2ccc(Cl)cc2)s1 (stereo not given)	2%	·	-3%	-1%	·	-0.2%	·	3%
